From PubChem BioAssay
NTR1 ag: agonists of NTR1, primary screen, imaging, U2OS cells, beta-arrestin-GFP, high content (AID 493036). NTR1-U2OS beta-arrestin-GFP spot imaging, agonist mode. activation, % at 20 µM. P30989. actives 0.17% (n = 330,000);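 active = activation at or above 40% of the spot to cytoplasm intensity ratio, with at least 20 cells analyzed; inconclusive = wells under 20 cells, flagged as cytotoxic or low count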;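 also: 0% = DMSO without peptide and 100% = 100 nM NTR1 peptide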
Target sequence (P30989 whole entry, looked up): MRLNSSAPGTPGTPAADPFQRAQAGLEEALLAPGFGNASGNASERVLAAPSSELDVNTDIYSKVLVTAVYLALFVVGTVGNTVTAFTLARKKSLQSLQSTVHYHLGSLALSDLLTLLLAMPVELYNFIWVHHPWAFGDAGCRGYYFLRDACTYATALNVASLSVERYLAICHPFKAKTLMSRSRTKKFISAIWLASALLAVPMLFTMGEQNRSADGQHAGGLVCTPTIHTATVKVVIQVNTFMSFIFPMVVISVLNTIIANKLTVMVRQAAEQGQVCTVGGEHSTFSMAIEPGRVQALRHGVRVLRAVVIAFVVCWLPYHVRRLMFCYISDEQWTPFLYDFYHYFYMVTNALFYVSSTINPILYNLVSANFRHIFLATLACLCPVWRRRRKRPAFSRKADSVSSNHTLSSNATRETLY
UTI89 phage lysis: inhibition of K1F phage lysis, E. coli UTI89, bacterial capsule biogenesis inhibitors, alamar blue (AID 488966); E. coli UTI89 K1F phage lysis, alamar blue, 2 h; higher % means a stronger effect; actives 0.02% (n = 340,000); one-dose inhibition, % at 100 µM; IC50 in µM for titrated hits;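 active = phage lysis inhibition, versus mean bacterial control, above a set limit; inconclusive = no clear call, values can overlap the other calls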;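 also: capsule biogenesis inhibitors block K1F phage lysis so surviving cells raise fluorescence; higher fluorescence means more inhibition of phage lysis; actives were called in the ten point dose series up to 300 µM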
PhoP inhibition: PhoP-dependent GFP reporter repression – Salmonella Typhimurium, primary screen (AID 1863) | S. Typhimurium PhoP-regulated promoter GFP reporter, 4 h; higher % means a stronger effect | inhibition, % at 50 µM; hits with a dose series show IC50 in µM | actives 0.16% (n = 300,000);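 active = inhibition over 29.93%, a cutoff 3 SD above the screen mean, later confirmed by dose response; inconclusive = inhibition over 29.93% but no dose response follow-up; inactive = inhibition at most 29.93% or unconfirmed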;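 also: 0% = low Mg2+ inducing control and 100% = high Mg2+ repressing control; strong numbers were not always called active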
T cell modulator: T cell immune modulation candidate. 2C CD8+ T cell-vesicle binding, flow cytometry; stronger effect = lower value. calls only at 7 µM. actives 0.068% (n = 330,000);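 active = response, share of CD8 T cells binding vesicles, and their 90th percentile fluorescence all below set limits, cut at about 80% in these data, passing the limit was not always enough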
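Also added: QL9-peptide-loaded Drosophila micro-vesicles bearing Ld, ICAM-1 and B7-1; Test system: purified 2C TCR transgenic mouse naive CD8+ T cells; Measured by: cytometric PE anti-B7-1 and Alexa647 anti-CD8 signals after 1% paraformaldehyde fixation; Timing: binding step 1.5 h, 37 °C, antibody labelling 20 min, ice.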
Rac1 GTP hydrolysis: MgcRacGAP GTPase-activating activity inhibitors, confirmation, biochemical, ADP Hunter fluorescence | MgcRacGAP-stimulated Rac1 GTP hydrolysis, ADP Hunter fluorescence; higher % means a stronger effect; GST-tagged Rac1 F28L mutant substrate | one-dose inhibition, % at 30 µM; IC50 in µM for titrated hits | actives 0.6% (n = 340,000);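 active = first-screen hits whose inhibition reached a set limit at any dose in the follow-up dose series; inconclusive = inhibition above the set first-screen limit but never retested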;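 also: fluorescence reports GDP produced by GAP-driven GTP hydrolysis; strong numbers were not always called active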
Large T inhibition: SV40 large T antigen inhibitors, biochemical (AID 1903) | SV40 large T antigen ATPase/helicase inhibition assay; higher % means a stronger effect | inhibition, % at 20 µM, or IC50 in µM where a hit was titrated | actives 0.39% (n = 310,000); in the data active = a potency from the dose series; inconclusive = inhibition mostly from about 32% at the one dose, without a potency; inactive = the rest, 99 in 100 with inhibition below about 32%; also: strong numbers were not always called active
RSV CPE inhibition: RSV antiviral activity via CPE protection, HEp-2 cells, primary 10 µM value included (AID 2391); HEp-2 cells, RSV-induced CPE inhibition; higher % means a stronger effect; CPE inhibition, % at 10 µM; hits with a dose series show IC50 in µM; actives 0.13% (n = 310,000); in the data active = a potency from the dose series; inconclusive = CPE inhibition mostly from about 23% at the one dose, without a potency; inactive = the rest, 99 in 100 with CPE inhibition below about 21%; also: strong numbers were not always called active
TNAP activation fold: human TNAP enzyme activators, primary screen, biochemical, luminescent, no phosphate acceptor, uHTS (AID 1001); purified TNAP, luminescent activation assay, no phosphate acceptor; higher activation fold means a stronger effect; one-dose activation fold at 20 µM; EC50 in µM for titrated hits; actives 0.03% (n = 200,000); in the data active = activation fold from about 3, or a potency from the dose series; inactive = the rest, 99 in 100 with activation fold below about 1.6; also: many of its hits are not listed in these tables
Myeloid diff 2: compounds promoting myeloid differentiation. ER-HoxA9 myeloid progenitors, lysozyme-GFP differentiation, flow cytometry. calls only at 10 µM. actives 1% (n = 360,000);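 active = normalized GFP-positive differentiation at or above the plate's own cutoff, the solvent-only control mean plus 3 SD; inconclusive = no clear call, values can overlap the other calls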;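 also: cells exposed to compound for four days before flow analysis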
T cell modulator vesicle-bound %: recorded beside T cell modulator, whose call it bears; double positive events, %; measured here: CD8+ vesicle-bound cell fraction;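 binding gate set so that unloaded-vesicle control wells show 10% double positive cells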
NTR1 ag cell count 20 µM: second read-out of NTR1 ag, no call of its own (marks repeat the call); cell count; measured here: cell count, cytotoxicity flag
Myeloid diff 2 GFP+ MAC1+ %: also measured in Myeloid diff 2; calls as there; GFP+ MAC1+ double positive, %; measured here: differentiation confirmed by MAC1 staining
An asterisk follows results filed as active; i = inactive; ? = inconclusive; . = not tested or not shown; [ ] = another dose, or the depositor's remark.

SMILES	NTR1 ag	NTR1 ag cell count 20 µM	UTI89 phage lysis	PhoP inhibition	T cell modulator	T cell modulator vesicle-bound %	Rac1 GTP hydrolysis	Large T inhibition	RSV CPE inhibition	TNAP activation fold	Myeloid diff 2	Myeloid diff 2 GFP+ MAC1+ %
Cc1nc(Cl)sc1C(=O)NC(C)c1ccc(Cl)cc1 (stereo not given)	0.0	78	1.5%[50 µM]	-9.6%	i	35.2	7.5%	-2.9%	0.7%	1.1	i	0.6
C=CCNC(=O)c1ccccc1NC(=O)Nc1ccccc1	-0.2	46	0.1%	-3.0%	i	15.9	1.3%	6.0%	1.4%	1.1	i	1.2
O=C(c1ccc2c(Cl)c3c(nc2c1)CCCC3)N1CCN(c2ccc(F)cc2)CC1	21.4	51	2.8%	1.4%	i	23.2	3.3%	3.7%	7.9%	1	i	6.3
CC1CN(S(=O)(=O)c2cccc(C(=O)OC(C)C(=O)NC3CCCCC3C)c2)CC(C)O1 (stereo not given)	-0.4	61	0.1%	-3.5%	i	59.8	4.8%	5.4%	2.6%	.	i	0.9
O=C(Nc1ccc2oc(=O)ccc2c1)c1ccc(-c2ccccc2[N+](=O)[O-])o1	4.5	42	-1.2%	-1.5%	i	2.2	6.6%	9.8%	2.1%	.	i	0.1
CCN(CC)C(=O)c1ccc(C)c(Br)c1	-1.3	86	0.7%	-4.0%	i	7.6	8.3%	4.9%	2.6%	1.1	i	1.0
COc1cccc(Nc2c(F)c(OC)c(F)c(F)c2C(=O)O)c1	-0.6	64	0.0%	-9.2%	i	44.7	7.2%	4.2%	0.3%	1.1	i	0.7
CCCOc1ccc(C2C(C(=O)c3ccc(C)o3)=C(O)C(=O)N2Cc2ccco2)cc1 (stereo not given)	1.7	54	0.2%	-3.3%	i	15.3	9.7%	16.7%	1.3%	.	i	0.6
Cc1cccc(CNC(=O)CCn2ccc3cc(S(=O)(=O)N4CCCC4)ccc32)c1	0.2	79	0.1%	-2.5%	i	39.7	-0.2%	13.5%	1.4%	.	i	1.0
O=C(Nc1ccc(F)cc1)c1cccnc1	-0.8	67	0.2%	-3.0%	i	58.9	1.0%	12.8%	1.4%	.	i	0.9
COc1ccc(C(=O)NNC(=O)C2=NN(c3ccccc3)C(=O)CC2)cc1	-1.1	59	0.2%	-4.5%	i	19.9	11.4%	3.2%	-1.0%	.	i	2.2
O=C(CCc1ccccc1)NNC(=O)c1cc(Cl)ccc1O	0.3	53	0.3%	-1.2%	i	53.2	13.6%	2.7%	2.6%	.	i	0.4
CC(C)COC(=O)CCn1[nH]c(=O)c2ccccc2c1=O	0.1	83	0.2%	-3.5%	i	34.1	2.7%	6.3%	-0.3%	1	i	0.9
Nn1cc(-c2ccccc2)nc1SCC(=O)NCCN1C(=O)CSC1=O	-0.1	86	0.7%	-2.2%	i	22.8	8.6%	9.6%	0.2%	1.1	i	0.9
CCOc1ccc(CCNC(=O)CN2C(=O)c3cccnc3Oc3ccc(C)cc32)cc1OCC	0.6	55	4.5%	.	i	16.2	9.8%	.	-1.0%	.	i	2.4
O=C1C(Cc2ccccc2)SC(=Nc2ccccc2)N1c1ccccc1 (stereo not given)	3.1	39	1.1%	5.0%	i	37.3	10.2%	0.6%	0.0%	1.1	i	1.0
O=C(CCS(=O)(=O)c1cc(Br)cc2c1N(C(=O)C1CC1)CC2)N1CCN(c2ccccn2)CC1	4.3	59	-0.4%	-8.8%	i	43.8	-5.7%	0.4%	3.0%	0.9	i	0.4
CCc1nnc(NS(=O)(=O)c2ccc(NC(=S)NC(=O)/C=C/c3ccc(F)cc3)cc2)s1	5.5	57	-2.8%[50 µM]	-5.2%	i	48.4	13.0%	29.9%	2.8%	1	i	0.5
CCCN1CC(=O)N2Cc3[nH]c4ccccc4c3C[C@H]2C1=O	0.7	82	0.2%	1.6%	i	49.4	11.3%	3.5%	0.8%	.	i	0.2
CCOc1ncccc1C(=O)N1CCN(Cc2ccc3c(c2)OCO3)CC1	0.6	60	0.3%	1.5%	i	39.1	9.0%	-3.8%	0.6%	1.1	i	1.1
Cc1[nH]c(=S)[nH]c(=O)c1Cc1ccccc1	-1.3	47	1.4%	11.2%	i	33.2	1.9%	3.7%	1.2%	1.1	i	1.1
COCCN(C(=O)COC(=O)/C=C/c1ccc(C)o1)c1c(N)n(Cc2ccccc2)c(=O)[nH]c1=O	-0.7	52	-0.2%	0.5%	i	4.9	-0.2%	24.5%	3.2%	.	i	0.4
CC(C)NC(=O)N(C)C[C@H]1Oc2ccc(NC(=O)C3CCCCC3)cc2C(=O)N([C@H](C)CO)C[C@@H]1C	-1.8	80	2.0%	.	i	11.4	6.1%	.	.	.	i	1.4
CCC(C)NC(=O)CCn1c(-c2ccc(F)cc2)cc(C(C)=O)c1C (stereo not given)	-0.9	91	0.1%	-2.1%	i	55.7	13.2%	6.4%	2.6%	1.1	i	0.7
NC(=O)CSc1ncnc2c1cnn2Cc1ccccc1	1.3	80	0.1%	-14.0%	i	30.5	9.5%	1.4%	8.4%	1	i	1.2
COC(=O)c1cc(=O)nc2sc(-c3ccc(F)cc3)nn12	-1.1	55	0.8%	-10.5%	i	12.5	22.2%	4.3%	-0.9%	1.2	i	9.9
N#Cc1c(Cl)nc(N/N=C/c2ccccc2)c(Cl)c1Cl	14.6	63	9.6%	-16.1%	i	28.7	7.5%	5.3%	1.0%	1.1	i	0.5
CCCC(=O)Nc1ccc2c(c1)nc1n2CCN(C2CCCCC2)C1	1.2	64	0.4%	-1.0%	i	38.8	1.6%	1.7%	1.0%	1	?	.
CCCCC1CCC(C(=O)N(CCOC)c2c(N)n(CCCC)c(=O)[nH]c2=O)CC1 (stereo not given)	0.0	66	1.2%[50 µM]	1.9%	i	51.9	5.3%	10.3%	-3.0%	.	i	0.5
O=C(O)CCc1nnc(SCC(=O)Nc2ccc(Cl)c(C(F)(F)F)c2)[nH]c1=O	-0.8	53	-0.2%	2.3%	i	43.4	6.0%	24.2%	-1.4%	1.1	i	0.2
COc1ccc(S(=O)(=O)N2CCOCC2)cc1NC(=O)CNC(=O)c1cccs1	-2.2	53	0.6%[50 µM]	.	i	45.0	1.2%	.	0.7%	.	i	0.5
O=[N+]([O-])c1ccc(C2=Nc3cc(Cl)ccc3OC2)cc1	2.2	34	0.1%	0.3%	i	22.8	11.5%	6.0%	0.0%	1.1	i	0.3
Cc1nc(SCC(=O)N2CCC(C(N)=O)CC2)n[nH]1	-1.4	59	0.6%	-10.5%	i	29.0	2.8%	9.9%	2.7%	1.1	i	0.2
COc1cc(C(=O)N2CCC(NC(=O)C(Cc3ccc(C)cc3)NC(C)=O)CC2)cc(OC)c1OC (stereo not given)	1.9	67	4.9%	1.3%	i	44.2	5.5%	1.4%	0.0%	0.9	i	0.7
CCN(CC)CCNC(=O)c1cn(CC)c2ccc(S(=O)(=O)N3CCOCC3)cc2c1=O	-0.6	57	0.3%	5.1%	i	16.6	4.5%	7.9%	-2.5%	.	i	0.5
CCOc1ccccc1NC1c2ccccc2C(=O)N1c1ccc(C)cn1 (stereo not given)	0.2	63	0.5%	-2.8%	i	10.8	4.8%	10.5%	1.7%	1	i	2.4
Cn1ncc(Cl)c1C(=O)NCc1ccc2c(c1)OCO2	-0.1	45	-0.7%[50 µM]	-6.4%	i	20.6	5.7%	5.5%	5.2%	.	i	0.3
CC(=O)N1N=C(c2cccc([N+](=O)[O-])c2)OC1(C)CC(=O)Nc1ccccc1 (stereo not given)	1.0	80	-3.6%	-1.6%	i	44.9	7.4%	20.2%	3.1%	1	i	0.7
COc1cc(CO)c(Br)cc1OCC(=O)Nc1ccccc1C	0.5	88	0.3%	-7.7%	i	33.7	10.8%	6.5%	1.8%	1.1	i	1.0
COc1ccc(C(=O)Nc2cccc(-c3ccc(N4CCOCC4)nn3)c2)cc1OC	0.9	55	0.6%[50 µM]	10.9%	i	56.6	4.9%	8.0%	0.3%	.	i	0.3
CCC(C)NC(=O)CSc1ccc(S(=O)(=O)N(C)C2CCCCC2)cn1 (stereo not given)	0.2	56	0.8%[50 µM]	.	i	27.6	3.9%	.	.	.	i	0.6
O=C(OC(C(=O)NC1CCCCC1)c1ccccc1)c1ccco1 (stereo not given)	-1.3	91	0.1%	3.1%	i	14.9	3.9%	22.2%	1.1%	1.1	i	0.3
CCOc1cc(N)c(Cl)cc1C(=O)NCC1CN(Cc2ccc(F)cc2)CCO1 (stereo not given)	1.3	38	3.3%	12.1%	i	48.4	-9.4%	8.4%	-1.3%	.	i	2.1
CCn1c(=O)n(CC)c2cc(NC(=O)C(C)c3ccccc3)c(Br)cc21 (stereo not given)	0.1	62	-0.1%	5.1%	i	13.1	7.4%	1.3%	0.0%	.	i	0.4
COc1ccc(CNC(=O)CSc2nc3nc(C)cc(C)n3n2)cc1	-1.8	92	-0.5%	-9.0%	i	59.9	1.8%	4.2%	0.4%	1.1	i	0.0
CCCC(=O)c1cc2cc(Cl)ccc2oc1=O	-0.4	83	-0.8%	-4.1%	i	30.7	4.2%	27.2%	0.7%	1.1	i	0.6
Cc1ccccc1C(=O)N[C@H](C(=O)Nc1ccc(Cl)c(Cl)c1)C(C)C	-1.6	70	1.6%[50 µM]	-15.0%	i	1.7	-1.0%	-5.8%	0.4%	1.6	i	0.3

Hits appear at their usual frequency; any-hit rate near 2.3%.
